Lipid storage S3 = qHTS Assay for Lipid Storage Modulators in Drosophila S3 Cells | Drosophila S3 cells, BODIPY lipid droplet fluorescence, 18-24 h; cells fed with added oleic acid | Potency in µM for hits, for the others lipid storage change, negative = inhibition, % at the top dose, mostly 46.1 µM | 0.64% of 320,000 active | AID 2685; active means well fitted inhibition curve with a large enough effect in the signal ratio, with a control signal flat, not every such curve was filed as active; inconclusive means small, poorly fitted or top-dose-only effect, or effect the other way, or a change in a side signal; the % refers to the signal ratio
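Drosophila S3 cells got compounds at several concentrations plus oleic acid (400 uM solution). Laser-scanning cytometry with 488 nm excitation read lipid droplets at 500-530 nm and cells at 575-640 nm. Percent activity was relative to 20 uM Triacsin C.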
Lipid storage S3 cell count max = further read-out of Lipid storage S3, marked with its call; cell number change, %; measured here: cell count max response;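 cells counted by Cell Tracker Red CMTPX staining in the red channel; peak over a dose series mostly up to 46.1 µM; percent activity relative to internal control wells on each plate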
* hit, by the source's call; i = inactive; u = inconclusive; x = not tested or not shown. On the % scale 0 is the no-effect control and ±100 the full control effect; potency means the concentration at half of the fitted maximal effect. The list is partial; rates above refer to the full screens.

SMILES	Lipid storage S3	Lipid storage S3 cell count max
Cc1noc(C)c1COc1cccc(C(=O)Nc2ccccc2)c1	u	x
CN(C)Cc1c(O)ccc2c(-c3ccccc3)cc(=O)oc12	u	x
CCN(CC)C(=O)c1c2c(nc3ccccc13)-c1ccccc1CC2	u	x
Cc1ccc(NC(=S)/C(=C(\[O-])c2ccc(F)cc2)[n+]2ccccc2)cc1	u	x
COc1ccc(F)c(CN2CCCC(CO)(Cc3cccc(Cl)c3)C2)c1 (stereo not drawn)	-19.0%	-17.6
O=C(/C=C/c1ccc(Cl)c(Cl)c1)NC1=NCCS1	u	x
O=[N+]([O-])c1nn(-c2ccccc2)n(O)c1=NCCc1ccccc1	8.7%	0.6
O=C(Nc1ncc(Cc2ccccc2)s1)c1cccs1	0.9%	-15.7
COCCN(C(=O)COC(=O)CCOc1cccc(C)c1)c1c(N)n(Cc2ccccc2)c(=O)[nH]c1=O	u	x
O=C(NCC(O)c1ccc([N+](=O)[O-])cc1)c1cccc(S(=O)(=O)N2CCOCC2)c1 (stereo not drawn)	u	x
CCCCn1c(N)c(N(CC(C)C)C(=O)CCCc2cccs2)c(=O)[nH]c1=O	i	-4.9
COc1cc(NC(=O)c2cccnc2)ccc1-c1cc2ccccc2oc1=O	u	x
CC1=NOC(=O)/C1=C\c1ccc(-c2ccc(Br)cc2C(=O)O)o1	-6.4%	-0.7
O=C(CN1CCN(Cc2ccccc2)CC1)N1N=CCC1c1ccccc1 (stereo not drawn)	29.5%	x
CCOc1ccc(N=c2scc(-c3ccc(OC)cc3)n2CCO)cc1	u	x
O=C(Nc1ccccc1)c1ccc2c(c1)OCO2	u	x
O=C(N/N=C/c1c(Cl)cccc1Cl)c1n[nH]c2c1CCCC2	4.2%	-22.8
Cc1cc(C)nc(NC(=O)CSc2ccccn2)n1	-3.1%	-4.1
CCn1c2nc(SCCN3CCOCC3)nnc2c2cc(C)cc(C)c21	u	x
O=C(CSc1ncc(-c2ccccc2)n1-c1ccccc1)NCc1ccco1	i	-29.9
CCCNC(=O)c1oc2ccc3c(c2c1C)C=CC(C)(C)O3	i	x
Cc1cc(C(=O)OCC(=O)NC2(C#N)CCCCC2)c(C)o1	u	x
O=C(COC(=O)C(O)c1ccccc1)NC12CC3CC(CC(C3)C1)C2 (stereo not drawn)	u	x
O=C(c1n[nH]c2ccccc12)N1CCN(S(=O)(=O)c2ccccc2)CC1	9.8%	23.5

Arranged by heavy-atom count (descending): some entries from above
SMILES	Lipid storage S3	Lipid storage S3 cell count max
O=C(CN1CCN(Cc2ccccc2)CC1)N1N=CCC1c1ccccc1 (stereo not drawn)	29.5%	x
O=C(N/N=C/c1c(Cl)cccc1Cl)c1n[nH]c2c1CCCC2	4.2%	-22.8
O=C(Nc1ccccc1)c1ccc2c(c1)OCO2	u	x

(further entries)
SMILES	Lipid storage S3	Lipid storage S3 cell count max
Cc1[nH]nc(SCC(=O)NC2CCCCC2)c1[N+](=O)[O-]	-0.4%	-9.8
Cc1c(C)c2ccc(OCC(=O)N3CC[C@@]4(O)CCCC[C@H]4C3)cc2oc1=O	-15.4%	0.2
Fc1ccc(OCCCCCn2ccnc2)cc1	u	x
COCc1cc(CNC(=O)C2CCC(=O)N(Cc3cccc(OC)c3)C2)[nH]n1 (stereo not drawn)	u	x
COC(=O)c1cc(NC(=O)Nc2ccccc2OC)cc(C(=O)OC)c1	u	x
Cc1ccc(S(=O)(=O)N2CCOCC2)cc1C(=O)N1CCCCCC1	i	-18.1
COc1cccc(N(C(=O)c2ccco2)c2nc(-c3sc(NC(=O)c4ccco4)nc3C)cs2)c1	u	x
O=C(CN1CCOCC1)n1c2c(c3ccccc31)CCCC2	-0.4%	11.5
NS(=O)(=O)c1cccc(NC(=O)c2cccs2)c1	-0.5%	0.1
C=CC12C=CC=CN1C(C(=O)OC)=C(C(=O)OC)C(C(=O)OC)=C2C(=O)OC (stereo not drawn)	0.6%	-1.9
COC(=O)c1cc(Sc2c(Cl)cccc2Cl)ccn1	-0.6%	-5.3
Cc1ccc(OCCCC(=O)NCc2ccco2)c(C)c1	-18.2%	-17.5
Cc1ccc(Sc2c(C(=O)Nc3ccc(F)cc3F)c(C(F)(F)F)nn2C)cc1	1.2%	4.6
CC(OC(=O)c1ccc2c(=O)n3c(nc2c1)CCC3)C(N)=O (stereo not drawn)	u	x
COc1cccc(-c2nnc(NC(=O)c3ccc4ncsc4c3)o2)c1	0.7%	-6.0
CC(C)CNC(=O)c1cc(-c2ccc(Cl)c(Cl)c2)on1	u	x
Fc1ccc(CSc2nncn2NCc2ccccc2)cc1	4.6%	1.1
CCc1ccc(NC(=O)C(C)OC(=O)c2ccc(NS(=O)(=O)c3ccc(C)c([N+](=O)[O-])c3)cc2)cc1 (stereo not drawn)	u	x
CC(C)[C@H](NC(=O)N1c2ccccc2NC(=O)[C@@H]1C(C)C)C(=O)N1CCC(C(=O)O)CC1	-15.4%	-6.8
Cc1cc(C)cc(NC(=S)Nc2ccccn2)c1	u	x
COc1ccc(N2CCN(C(=O)COC(=O)c3ccc(OC(F)F)cc3)CC2)cc1	u	x
Cc1ccnc(NC(=O)CCNS(=O)(=O)c2ccc(C)c(C)c2)c1	u	x
O=C(CSc1nnc(-c2ccc(S(=O)(=O)N3CCCC3)cc2)o1)NCC1CCCO1 (stereo not drawn)	-8.6%	5.3
Cc1c(C(=O)NCc2ccccc2CN2CCCC2)oc2ccccc12	-2.6%	-5.7

Part of the list above, field by field.
Fc1ccc(CSc2nncn2NCc2ccccc2)cc1
  Lipid storage S3: 4.6%
  Lipid storage S3 cell count max: 1.1
CCc1ccc(NC(=O)C(C)OC(=O)c2ccc(NS(=O)(=O)c3ccc(C)c([N+](=O)[O-])c3)cc2)cc1 (stereo not drawn)
  Lipid storage S3: u
  Lipid storage S3 cell count max: x

(more compounds)
SMILES	Lipid storage S3	Lipid storage S3 cell count max
O=C1[C@@H]2CSCN2C(=O)CN1CCc1cccc(F)c1	u	x
O=C(CSc1nnc(-c2ccncc2)o1)c1cccc([N+](=O)[O-])c1	u	x
Cc1occc1C(=O)N/N=C/c1c[nH]c2ccccc12	-3.3%	-12.8
CN(C)c1ccc(NC(=O)CCN2C(=O)c3cccc([N+](=O)[O-])c3C2=O)cc1	-3.7%	16.8
c1ccc2nc(-c3ccncc3)ccc2c1	-0.5%	0.4
Fc1ccc(-c2nnn(Cc3ccc(F)cc3Cl)n2)cc1	10.2%	-3.5
O=C(Nc1cccc(Cl)c1)c1cc2c(=O)n3ccccc3nc2s1	-9.5%	1.3
S=C1NCN(C2CCCCC2)CN1Cc1ccccc1	5.7%	2.8
COc1ccccc1NC(=O)C1(C)Cc2ccccc2C(=O)O1 (stereo not drawn)	u	x
COc1ccc(NC(=O)Cn2nnc(C(=O)NCc3ccc(C)cc3)c2N)cc1Cl	u	x
CC1(C)N=C(N)N=C(N)N1c1ccc(Oc2ccc(Cl)cc2)c(Cl)c1	-11.2%	-10.4
O=C(Cn1ccc2ccccc2c1=O)NCCC(=O)N1CCCCC1	u	x
Cc1ccnc(N2CCC(C(=O)Nc3ccc4c(c3)CCC4)CC2)n1	u	x
CN1C(=O)C(=O)N(CC(=O)N2CCc3ccccc32)C1=O	u	x
CC(C)(C)CC(=O)Nc1ccc(-c2nnc3n2CCCCC3)cc1	27.9%	22.5
CNc1oc(/C=C/c2cccc(OC)c2)nc1C#N	i	18.9
Cc1cc(C)cc(OCc2ccc(C(=O)N3N=C(C(F)F)CC3(O)C(F)F)o2)c1 (stereo not drawn)	u	x
CCOC(=O)c1c(C)[nH]c(C)c1C(=O)CSc1nc2ccccc2c(=O)n1-c1ccc(Cl)cc1	u	x
Cc1ccc2nc(SCC(=O)Nc3c(F)cccc3F)[nH]c2c1	u	x
CC1=C/C(=N\NC(=O)c2ccc(O)cc2)CC1	-4.2%	-14.9
CC1(c2ccc(Cl)cc2)NC(=O)N(CC(=O)N2CCc3ccccc3C2)C1=O (stereo not drawn)	-14.2%	-15.7
CSc1nnc([C@@H]2CCCN2C(=O)OC(C)(C)C)o1	u	x
C=CCOC(=O)C(=O)/C=C/c1ccc2c(c1)Cc1ccccc1-2	-6.2%	-7.9
Cc1ccccc1NS(=O)(=O)c1cc(S(C)(=O)=O)ccc1Cl	u	x
CCN(CC)C(=O)C1CCN(C(=O)c2oc3ccc(C)cc3c2C)CC1	u	x
CCOc1c(C(N)=O)cc([N+](=O)[O-])cc1[N+](=O)[O-]	-18.1%	1.6
COc1ccnc2c1c(=O)n(Cc1ccc(Cl)cc1Cl)c(=O)n2C	u	x
CN(C)c1ccc(/C=N/NC(=O)c2cc(-c3ccc4c(c3)OCO4)n[nH]2)cc1	u	x
CCCOc1ccc(OCCOCCNCc2ccccc2)cc1	u	x
COc1ccccc1Nc1nc(N)nc(CSc2nccn2C)n1	6.1%	6.3
CCC(OC(=O)c1ccco1)C(=O)NCc1ccc(OC)cc1 (stereo not drawn)	u	x
Cc1nc(SCC(=O)NC(=O)NCc2ccccc2)nc(C)c1C	u	x
COc1ccc(N2CCN(CCCNC(=O)C(=O)c3c(C)n(C)c4ccccc34)CC2)cc1	20.5%	18.6
CC(C(=O)NCc1cccs1)n1cccc1 (stereo not drawn)	u	x
CSc1ccccc1C(=O)NCc1cccnc1	18.6%	-0.6
Cc1cc(Br)c2c(c1)=C(c1sc(N3CCCCCC3)nc1O)C(=O)N=2	i	x

Record cards, as listed above. Values in the order: Lipid storage S3 | Lipid storage S3 cell count max
`CC1(c2ccc(Cl)cc2)NC(=O)N(CC(=O)N2CCc3ccccc3C2)C1=O` (stereo not drawn) across the screens: -14.2% | -15.7
`Cc1[nH]nc(SCC(=O)NC2CCCCC2)c1[N+](=O)[O-]` across the screens: -0.4% | -9.8
`O=C(Nc1ncc(Cc2ccccc2)s1)c1cccs1` across the screens: 0.9% | -15.7
`CC1(C)N=C(N)N=C(N)N1c1ccc(Oc2ccc(Cl)cc2)c(Cl)c1` across the screens: -11.2% | -10.4

An excerpt of these results, with each value named:
Molecule: O=C(CSc1nnc(-c2ccncc2)o1)c1cccc([N+](=O)[O-])c1
  Lipid storage S3 = u; Lipid storage S3 cell count max = x
Molecule: COC(=O)c1cc(NC(=O)Nc2ccccc2OC)cc(C(=O)OC)c1
  Lipid storage S3 = u; Lipid storage S3 cell count max = x
Molecule: O=C(Nc1ccccc1)c1ccc2c(c1)OCO2
  Lipid storage S3 = u; Lipid storage S3 cell count max = x
Molecule: CN1C(=O)C(=O)N(CC(=O)N2CCc3ccccc32)C1=O
  Lipid storage S3 = u; Lipid storage S3 cell count max = x

Carrying on:
SMILES	Lipid storage S3	Lipid storage S3 cell count max
CSc1ccccc1NC(=O)CN(C)Cc1ccc(Br)cc1	-6.9%	-15.5
COc1cccc(NC(=O)C(=O)NCC2CCCN2S(=O)(=O)c2ccccc2)c1 (stereo not drawn)	u	x
Cc1ccc2nc(-c3ccccc3)c(-c3ccccc3)nc2c1	21.7%	8.8
Cc1cc(C)c(S(=O)(=O)N2CCCC(C(=O)NC3CC3)C2)c(C)c1 (stereo not drawn)	i	6.1
COCCn1c(SCC(=O)NC2(C#N)CCCCC2)nc2ccccc2c1=O	5.3%	3.1
O=C(NCc1ccccc1)C1CCN(S(=O)(=O)c2cccc3cccnc23)CC1	u	x
CCOC(=O)CSc1ncnc2c1nnn2-c1ccc(F)cc1	u	x
CCN1C(=O)/C(=C/C2=Cc3ccccc3OC2C)SC1=S (stereo not drawn)	u	x
CC(C)OCCCNC(=O)c1c(N)n(/N=C/c2cccs2)c2nc3ccccc3nc12	u	x
COCc1cc(=O)n2[nH]c(C(F)(F)F)nc2n1	u	x
CCS(=O)(=O)c1ccc2oc(SCC(=O)c3c(N)n(C4CC4)c(=O)[nH]c3=O)nc2c1	-28.2%	-11.5
CC(=O)NCCCc1nc2ccccc2n1Cc1cc(C)ccc1C	u	x
O=C(N/N=C/c1ccc(Br)s1)c1cccc([N+](=O)[O-])c1	12.8%	12.5
O=[N+]([O-])c1ccc2ncnc(Nc3ccc4c(c3)OCCO4)c2c1	u	x
CCN1CCN(C(c2ccc(F)cc2)c2nnnn2Cc2ccc3c(c2)OCO3)CC1 (stereo not drawn)	6.7%	14.3
CC(C)C(=O)N1c2ccccc2NC2=C(C(=O)CCC2)C1c1ccc(N(C)C)cc1 (stereo not drawn)	-10.8%	-17.3
CC(Oc1ccccc1Cl)C(=O)N1CCOCC1 (stereo not drawn)	u	x
O=S(=O)(Nc1cccc(-c2ccc3nncn3n2)c1)c1cc(F)ccc1F	u	x
CC(=O)N1CCN(c2nc3ccc(Br)cc3s2)CC1	u	x
COc1ccc(OCCC(=O)Nc2ccccc2)cc1	-4.9%	-8.3
C=CCc1cccc(/C=N/NC(=O)CCC(=O)Nc2ccc(C)cc2)c1O	u	x
COc1cccc(-c2nnc(-c3ccccc3[N+](=O)[O-])o2)c1	u	x
CCOC(=O)CCCNC(=O)COC(=O)[C@@H]1CCCN1S(=O)(=O)c1ccc(Cl)cc1	-0.5%	-12.8
COc1ccc2nc(N/C(N)=N/C(=S)Nc3c(C)cccc3C)nc(C)c2c1	u	x
O=S(=O)(c1ccc(Oc2ncnc3scc(-c4ccccc4)c23)cc1)N1CCOCC1	u	x
CCC(C)(C)NC(=S)Nc1ccccc1C	u	x
COc1ccccc1C1CC(c2ccco2)=NN1c1ccccc1 (stereo not drawn)	-23.4%	x
CN(C)c1ccc(C(=S)NC2CCCCC2)cc1	-7.1%	-2.2
O=c1nc(SCc2cccc(C(F)(F)F)c2)nc2ccccn12	-0.8%	-13.3
N#C/C(=C\c1cc([N+](=O)[O-])c(N2CCCCC2)cc1N1CCCCC1)c1nn(-c2ccccc2)c(N)c1C#N	15.8%	-10.8
O=C(Nc1ccc(N2CCCC2)cc1)c1ccc(Br)cc1	2.1%	-0.8
Fc1ccc(-c2csc3ncnc(N4CCN(Cc5ccccc5)CC4)c23)cc1	u	x
O=[N+]([O-])c1ccc2nc(SCc3ccccc3Cl)sc2c1	-27.6%	13.2
